GALK inhibitor: qHTS Assay for Inhibitors of Human Galactokinase (GALK); Purified GALK, Kinase-Glo residual ATP luminescence; P51570; Potency, µM (series often up to 57.5 µM), for the others: top-dose activity change, negative = inhibition, usual class: inhibitors; actives 0.007% (n = 270,000); further: potency means the concentration at half of the fitted maximal effect
Target sequence (P51570 whole entry, looked up): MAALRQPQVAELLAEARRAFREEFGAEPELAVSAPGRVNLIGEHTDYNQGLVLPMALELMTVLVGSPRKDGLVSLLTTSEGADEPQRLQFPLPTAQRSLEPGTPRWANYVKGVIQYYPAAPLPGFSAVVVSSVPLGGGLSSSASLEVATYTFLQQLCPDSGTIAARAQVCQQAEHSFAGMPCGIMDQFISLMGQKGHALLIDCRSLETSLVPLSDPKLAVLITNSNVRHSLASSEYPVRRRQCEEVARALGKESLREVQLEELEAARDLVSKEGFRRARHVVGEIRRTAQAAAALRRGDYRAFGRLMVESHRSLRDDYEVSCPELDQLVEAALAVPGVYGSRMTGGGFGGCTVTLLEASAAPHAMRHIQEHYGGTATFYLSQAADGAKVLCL
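Galactose (100 uM) and ATP (35 uM) were turned over by 5 nM GALK for 1 h at RT. Kinase-Glo Plus then converted the remaining ATP into a luminescent signal.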
uPA surface inh: qHTS for Inhibitors of Cell Surface uPA Generation | actives 0.31% (n = 330,000) | Potency, µM (highest dose often 38.3 µM), for inactives: at the top dose activity change, negative = inhibition, hits mostly inhibitors | AID 540303, 2011 | cell surface uPA generation assay, qHTS; active means well fitted inhibition curve with a large enough effect; inconclusive means small, poorly fitted or top-dose-only effect; inactive means no such curve, though single readings can be large or run the other way; tested in mouse RAW 264.7 cells; further: potency means the concentration at half of the fitted maximal effect; nearly all actives have a fitted effect of over 55% in size
Chronic BCR inh: qHTS Assay to Find Inhibitors of Chronic Active B-Cell Receptor Signaling. ABC-DLBCL IkBa-CBG/CBR reporter, luminescence ratio, 4 h. Potency, µM (titrated, usually from 46.1 µM), for inactives: at the highest dose ratio change, negative = lower green/red ratio, usual class: inhibitors. actives 0.05% (n = 340,000). AID 493014, 2011; active means well fitted inhibition curve with a large enough effect in the signal ratio, with a control signal flat, not every such curve was filed as active; inconclusive means small, poorly fitted or top-dose-only effect, or effect the other way, or a change in a side signal; the % refers to the signal ratio;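 further: potency means the concentration at half of the fitted maximal effect; plate controls were basal doxycycline-induced cells for no effect and cells given 10 µM MG132 for full effect; MG132 reads +100%, hits lower the ratio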
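TMD8 ABC-DLBCL cells carrying doxycycline-inducible green luciferase fused to IkappaBalpha plus unfused red luciferase were exposed to compounds (up to 46 uM) for 4 hrs at 37C. Activity came from the overlap-corrected green/red luminescence ratio.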
PKM2 activator: qHTS Assay for Activators of Human Muscle isoform 2 Pyruvate Kinase. Pyruvate kinase PKM (Homo sapiens), P14618. purified PKM2, Kinase-Glo ATP luminescence, activation; response scale: 0% is enzyme alone, no compound. Potency, µM (series often up to 57.5 µM), for inactives: top-dose activation, hits mostly activators. actives 0.34% (n = 260,000). AID 1631, 2009; further: potency means the concentration at half of the fitted maximal effect; nearly all actives have a fitted effect of over 55% in size
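Purified hPK-M2 (>95%) run at intermediate activity with 0.1 mM ADP and 0.5 mM PEP in 50 mM imidazole pH 7.2, KCl, MgCl2; 1 h room temperature. ATP formed read by Kinase-Glo luminescence; normalized to uninhibited and no-enzyme controls.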
KCNH2 3.1 block: qHTS for Inhibitors of KCHN2 3.1: Mutant qHTS; activity change, % (tested at about 1.8 µM); actives 0.95% (n = 340,000); U2OS KCNH2 3.1, thallium flux FluxOr; stronger effect = lower value; AID 720553, 2013; Potassium voltage-gated channel subfamily H member 2, brain isoform KCNH2 3.1 (human);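 active means maximum activity change below -70%; inconclusive means maximum activity change from -70% to -50%; inactive means maximum activity change above -50%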;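 further: thallium influx rate constant from kinetic fluorescence after stimulation buffer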
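We transduce U2OS cells with the mutant 3.1 virus, culture them overnight, load FluxOr with Red40 quencher for 45 min, then add stimulation buffer and read kinetically for 2 min to derive a normalized rate constant.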
FBPA coupling cs: qHTS Assay for Inhibitors of Fructose-1,6-bisphosphate Aldolase from Giardia Lamblia: Coupling assay counterscreen; AID 2472, 2010; coupling enzyme system counterscreen, AmpLite Red fluorescence; activity change, negative = inhibition, % at 58.2 µM, hits read low; actives 0.67% (n = 290,000); in the data active means activity change below about -30%
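First, compound is pin-transferred into glyceraldehyde-3-phosphate coupling-enzyme reagent at 57.5 uM final and held 10 min at RT. Next, substrate, coupling system and AmpLite Red are added. After 20 min RT, fluorescence (525/598 nm) is read.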
Giardia kill: Small Molecules that selectively kill Giardia lamblia: qHTS; Giardia lamblia trophozoite viability; activity change, % at 7.66 µM, hits read low; actives 0.15% (n = 340,000); in the data active means activity change below about -80%; inconclusive means between about -30% and that limit;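 further: parasites exposed to compound for two days anaerobically before the ATP read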
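Viability, read as ATP luminescence: trophozoites at 100 cells/well, compound added, 48 hrs anaerobic at 37 deg C, then 15-30 min room-temperature development before reading.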
Eya2 inh: qHTS Assay for Inhibitors of the Phosphatase Activity of Eya2. Potency, µM (series often up to 76.9 µM), for inactives: at the top dose activity, negative = inhibition, actives largely listed as inhibitors. Protein phosphatase EYA2 (Homo sapiens), O00167. AID 488837, 2010. recombinant Eya2, OMFP fluorescence dephosphorylation (OMFP is methylfluorescein phosphate). actives 0.006% (n = 330,000); further: potency means the concentration at half of the fitted maximal effect
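Eya2 protein (added as 0.2 uM solution) was preincubated with compound for 10 min at ambient temperature in 50 mM HEPES pH 7.5, 50 mM NaCl, 5 uM MgCl2, 0.05% BSA, 1 mM DTT. OMFP (added at 50 uM) then reacted 10 min; fluorescence read at 485/525 nm.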
B2AR arrestin: qHTS assay of beta-arrestin-biased ligands of beta2-adrenergic receptor; Beta-2 adrenergic receptor (Homo sapiens), P07550; beta-arrestin recruitment to beta2AR, cell-based reporter; Potency, µM (doses to about 46.1 µM), without a hit: top-dose activation, usual class: activators; actives 0.02% (n = 330,000); AID 492947, 2010;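 further: potency means the concentration at half of the fitted maximal effect; 0% = DMSO controls and full agonism = EC100 isoproterenol or metaproterenol; nearly all actives have a fitted effect of over 65% in size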
USP2a inh: qHTS Assay for Inhibitors of Ubiquitin-specific Protease USP2a Using CHOP2 as the Reporter | Ubiquitin carboxyl-terminal hydrolase 2 (Homo sapiens), O75604 | USP2 core, Ub-CHOP2 coupled fluorogenic reporter, 485/531 | Potency, µM (top dose mostly 38.3 µM), without a hit: top-dose activity change, negative = inhibition, usual class: inhibitors | actives 0.01% (n = 330,000) | AID 463254, 2010;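 further: potency means the concentration at half of the fitted maximal effect; plate controls were DMSO wells for no effect and full inhibition by NEM control for full effect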
Target sequence (O75604 whole entry, looked up): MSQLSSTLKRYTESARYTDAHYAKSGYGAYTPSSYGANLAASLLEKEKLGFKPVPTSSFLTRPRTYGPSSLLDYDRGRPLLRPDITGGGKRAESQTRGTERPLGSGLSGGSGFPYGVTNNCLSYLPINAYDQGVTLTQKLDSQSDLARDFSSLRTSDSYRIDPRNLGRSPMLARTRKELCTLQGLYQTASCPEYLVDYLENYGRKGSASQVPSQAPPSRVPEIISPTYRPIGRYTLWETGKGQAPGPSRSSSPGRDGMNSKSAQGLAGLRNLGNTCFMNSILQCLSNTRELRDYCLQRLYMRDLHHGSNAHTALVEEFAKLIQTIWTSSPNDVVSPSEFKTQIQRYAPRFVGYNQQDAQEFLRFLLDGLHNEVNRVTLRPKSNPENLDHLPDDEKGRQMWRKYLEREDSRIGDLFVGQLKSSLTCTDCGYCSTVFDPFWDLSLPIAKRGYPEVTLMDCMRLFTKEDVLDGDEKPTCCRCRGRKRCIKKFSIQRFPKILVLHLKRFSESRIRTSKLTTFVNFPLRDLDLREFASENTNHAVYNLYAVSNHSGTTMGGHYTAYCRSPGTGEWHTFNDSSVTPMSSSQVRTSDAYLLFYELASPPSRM
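USP2 core (10nM final) preincubated 30min RT with compound in 20mM Tris-HCl pH 8.0, 2mM CaCl2, 2mM beta-mercaptoethanol, 0.05% CHAPS; 25nM Ub-CHOP2 plus 25nM reporter substrate added, fluorescence (Ex485/Em531) read after 60min.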
hERG WT inh: qHTS for Inhibitors of KCHN2 3.1: Wildtype qHTS | actives 0.37% (n = 340,000) | Voltage-gated inwardly rectifying potassium channel KCNH2 (Homo sapiens), Q12809 | activity change, % at 1.84 µM | U2OS, BacMam KCNH2, thallium flux FluxOr; stronger effect = lower value;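 active means maximum activity change below -70%; inconclusive means maximum activity change between -70% and -50%; inactive means maximum activity change above -50%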
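U2OS cells transduced with wild-type KCNH2 virus are loaded with FluxOr dye for 45 min, and thallium flux is measured in kinetic reads before and after stimulation buffer. Rate constants are normalized to DMSO controls.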
* = called active by the depositor; ? = inconclusive; / = not tested or not shown. Unless noted, the call rests on the fitted dose curve; in most records, active means well fitted curve in the direction sought with a large enough effect; inconclusive means small, poorly fitted or top-dose-only effect, or another doubt; inactive means no such curve, though single readings can be large; an effect the other way counts as inactive or inconclusive. Unless noted, on the % scale 0 is the no-effect control and ±100 the full control effect.

SMILES | GALK inhibitor | uPA surface inh | Chronic BCR inh | PKM2 activator | KCNH2 3.1 block | FBPA coupling cs | Giardia kill | Eya2 inh | B2AR arrestin | USP2a inh | hERG WT inh
CCN(CC(=O)Nc1c(F)cccc1F)C(=O)CCc1c[nH]c2ccccc12 | 0% | 1% | 4% | -2% | 0 | 0 | -6 | 12% | -0.1% | 4% | 6
CCC1=NN2C(=N)/C(=C\c3ccc(OCCOc4ccccc4OC)cc3)C(=O)N=C2S1 | -8% | 2% | 9% | -8% | 0 | 1 | -10 | 28% | -0.9% | 0% | -25
COCCNC(=O)CN1CCC(n2c(C)nc3cc(C(F)(F)F)ccc32)CC1 | 0% | -2% | 0% | 4% | 0 | 3 | 9 | 15% | -0.5% | 4% | 3
CN(C)S(=O)(=O)n1cnc([C@H]2c3c(ncn3Cc3ccccc3)C[C@H]3COC(=O)[C@@H]32)c1 | / | -5% | 2% | / | -10 | / | -17 | 7% | 0.4% | 1% | -8
O=C(NCc1cc(C(F)(F)F)ccc1F)C1CCC(=O)N(C2CC2)C1 (configuration not stated) | 3% | 2% | 2% | 2% | 13 | 5 | 9 | 9% | -0.4% | 0% | 21
NC(=O)[C@@H]1CCCNc2c(I)cc([N+](=O)[O-])cc2C(=O)N[C@@H](CCC(=O)O)C(=O)N[C@@H](CO)C(=O)N1 | / | 8% | 12% | -1% | 7 | -1 | ? | 3% | -1.8% | -1% | -15
COC(=O)c1cc2sccc2n1Cc1nc(-c2ccc(Cl)cc2)oc1C | 0% | -2% | 1% | -1% | 0 | -1 | 4 | -22% | -1.2% | 1% | -2
O=C(O)/C=C/c1ccc(S(=O)(=O)Nc2ccc3[nH]c(=O)[nH]c3c2)cc1 | -3% | 0% | ? | 0% | -6 | -24 | 13 | -7% | -0.2% | 0% | -12
Cc1nn(-c2ccc(Cl)cc2)c(Cl)c1/C=C(\C#N)C(N)=O | 0% | ? | 3% | 6% | 4 | 2 | -21 | -7% | 0.1% | 4% | -8
C=CCc1c(C)nc(SCC(=C)C)[nH]c1=O | 2% | 5% | ? | -1% | 28 | -11 | -5 | -5% | 0.0% | 1% | -5
C=CCN(c1ccccc1C(=O)NCC(=O)O)S(=O)(=O)c1ccc(C)cc1 | / | 0% | -1% | 1% | -1 | -1 | 8 | 0% | 0.5% | 5% | 1
Cc1ccc(-n2nc3c(=O)n(CC(=O)NCCCc4ccccc4)nc(C)c3c2C)cc1 | 0% | 0.5µM* | 7% | / | -9 | 5 | 2 | -3% | -0.1% | 4% | -6
N=c1sccn1CC(=O)Nc1ccc(SC(F)F)cc1 | 11% | 3% | -3% | 0% | -16 | 2 | -8 | 10% | 0.3% | -1% | 36
OC(CCc1cccc(Cl)c1)c1cccs1 (configuration not stated) | -3% | -15% | -1% | / | -2 | -1 | -12 | 8% | -0.9% | -1% | 21
CCCCC(=O)Nc1ccc(C(=O)Nc2nnc(COC)s2)cc1 | 0% | / | 6% | -1% | -5 | -3 | -1 | 0% | -0.1% | 2% | -8
O=C(N/N=C/c1ccsc1)C1CC1 | -1% | 3% | ? | -13% | 4 | -4 | -29 | -7% | 0.0% | -3% | 3
CC(C)Cn1c(N)c(C(=O)CSc2cc(Cl)ccc2Cl)c(=O)n(C)c1=O | / | / | 1% | 0% | / | -1 | / | -15% | -1.0% | 1% | /
CCOC(=O)NN1C(=O)c2ccccc2NC1c1ccccn1 (configuration not stated) | 0% | 11% | 14% | 0% | 6 | 2 | -10 | 6% | -0.1% | 2% | -1
Cc1ccc(S(=O)(=O)N2CCOCC2)cc1NC(=O)COC(=O)CSc1ccc(Br)cc1C | 3% | 2% | ? | 7% | ? | 0 | -5 | ? | -0.1% | 0% | -6
COc1ccc(/C=N/N2C(=O)C3C4C=CC(CC4)C3C2=O)c(OC)c1 (configuration not stated) | 0% | 0% | 4% | 4% | -5 | 0 | -12 | 1% | 0.3% | 9% | 3
Cc1cc(C)nc(Sc2nc(Cl)nc(N(c3ccccc3)c3ccccc3)n2)n1 | 1% | -5% | -11% | 8% | -3 | 4 | -2 | 4% | 0.1% | 3% | -3
CC(C)CCn1c(N2CCOCC2)nc2c1c(=O)n(CC(N)=O)c(=O)n2C | 10% | 3% | 3% | -1% | -7 | 2 | -6 | 2% | -0.1% | 0% | -3
C=C1N(C)c2cc([N+](=O)[O-])c(N)cc2C1(C)C | 2% | -6% | 1% | 1% | 1 | -41* | -10 | -19% | 0.2% | 1% | -6
Cc1sc2ncnc(NCC(C)(C)N3CCOCC3)c2c1C | -4% | -13% | -2% | 1% | -21 | 1 | 9 | 5% | 0.1% | 1% | -22
CN(CC(=O)Nc1ccccc1C(=O)Nc1ccccc1)C1CCCCC1 | / | 1% | ? | / | 2 | / | -8 | 7% | 0.1% | -1% | -1
Cc1c(C#N)c(NC(=O)c2cccc(Cl)c2)n(Cc2ccccc2)c1C | 0% | -8% | 10% | 3% | 0 | 6 | -6 | -21% | -0.3% | 2% | 8
O=C1c2ccccc2-c2c1nc1c([n+]2[O-])CCCC1 | 4% | 3% | 1% | -2% | -11 | -18 | -6 | 23% | 0.0% | 2% | -2
O=NN(CCc1ccncc1)c1ccc(OCc2ccccc2)cc1 | 6% | -9% | ? | -11% | -19 | -1 | 11 | -9% | 0.2% | -9% | 2
CC(=O)NC(c1cccs1)c1cc([N+](=O)[O-])c2cccnc2c1O (configuration not stated) | / | -10% | 0% | 7% | 27 | -25 | 3 | 0% | -0.2% | -1% | 1
Cc1nc2ccc(Br)cn2c1C(=O)N/N=C\c1ccccc1[N+](=O)[O-] | 5% | 1% | 11% | -5% | 8 | -1 | -20 | 9% | -0.2% | 4% | -1

Complete entries from above.
Entry for Cc1nc2ccc(Br)cn2c1C(=O)N/N=C\c1ccccc1[N+](=O)[O-] = GALK inhibitor: 5%; uPA surface inh: 1%; Chronic BCR inh: 11%; PKM2 activator: -5%; KCNH2 3.1 block: 8; FBPA coupling cs: -1; Giardia kill: -20; Eya2 inh: 9%; B2AR arrestin: -0.2%; USP2a inh: 4%; hERG WT inh: -1
Entry for CC(C)CCn1c(N2CCOCC2)nc2c1c(=O)n(CC(N)=O)c(=O)n2C = GALK inhibitor: 10%; uPA surface inh: 3%; Chronic BCR inh: 3%; PKM2 activator: -1%; KCNH2 3.1 block: -7; FBPA coupling cs: 2; Giardia kill: -6; Eya2 inh: 2%; B2AR arrestin: -0.1%; USP2a inh: 0%; hERG WT inh: -3

Other compounds follow:
SMILES | GALK inhibitor | uPA surface inh | Chronic BCR inh | PKM2 activator | KCNH2 3.1 block | FBPA coupling cs | Giardia kill | Eya2 inh | B2AR arrestin | USP2a inh | hERG WT inh
O=C(COc1ccccc1)Nc1nc(-c2ccncc2)cs1 | -5% | -2% | -1% | -1% | 23 | / | -1 | -4% | 0.4% | 0% | 3
COc1ccc(-n2nc3c(c2NC(=O)c2ccccc2S(=O)(=O)C(F)F)CS(=O)(=O)C3)cc1 | 6% | 0% | 3% | -7% | / | / | 29 | 7% | -0.3% | 1% | 14
CC1(C)C[C@@H]1C(=O)N/C(=C\CCCCSC[C@H](N)C(=O)O)C(=O)O | / | 1% | 21% | / | -6 | / | -4 | 6% | -0.2% | 0% | -14
O=[N+]([O-])c1ccc(S(=O)(=O)Nc2ccncc2)cc1 | -1% | 2% | 6% | -1% | 1 | 1 | 18 | -3% | -1.1% | 1% | 8
COC(=O)C1(C)NC(c2ccc(O)cc2)C2C(=O)N(c3ccccc3)C(=O)C21 (configuration not stated) | 0% | ? | 0% | -1% | 0 | 1 | 22 | 6% | -0.8% | 0% | -4

In a second layout: entries from further up
Structure,GALK inhibitor,uPA surface inh,Chronic BCR inh,PKM2 activator,KCNH2 3.1 block,FBPA coupling cs,Giardia kill,Eya2 inh,B2AR arrestin,USP2a inh,hERG WT inh
COCCNC(=O)CN1CCC(n2c(C)nc3cc(C(F)(F)F)ccc32)CC1,0%,-2%,0%,4%,0,3,9,15%,-0.5%,4%,3
COc1ccc(/C=N/N2C(=O)C3C4C=CC(CC4)C3C2=O)c(OC)c1 (configuration not stated),0%,0%,4%,4%,-5,0,-12,1%,0.3%,9%,3
